# RGS4 inh: human RGS4 inhibition | B-score at 10 µM | AID 463165 | hit rate 0.45% among 310,000 | P49798 | HEK293 M3R/RGS4 inducible, Fluo-4 calcium flux; hits give high values; triggered by carbachol at its EC20;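 active means B-score, a plate-corrected calcium signal, over three deviations above library mean, with baseline fluorescence within five deviations of library mean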;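 further: RGS4 expression induced by doxycycline in cells with stable M3 receptor; B-score is computed from the integrated fluorescence ratio over baseline after carbachol; higher B-score means a larger calcium signal and so more RGS4 inhibition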
# RGS4 act: potentiators or activators of RGS4; hit rate 0.92% among 310,000; B-score at 10 µM; HEK293 M3R/inducible RGS4, carbachol calcium flux Fluo4; hits give low values;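 active means B-score of the integrated calcium signal more than 4 SD below the library mean, with starting fluorescence not abnormally high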;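 further: negative B-score means reduced calcium response which marks RGS4 activation or potentiation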
#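 System: HEK293 FlpIn-TREx cells, stable M3R, doxycycline-inducible RGS4. Timing: overnight RGS4 induction, 30 min dye load 37 °C, 20 min compound RT. Also added: carbachol, ECmax concentration. Measured by: Fluo4 fluorescence kinetic imaging of calcium. Evaluation: integrated calcium ratio converted to B score.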
# KCNK9 inh: inhibitors of human KCNK9 two-pore domain potassium channel; Q9NPC2; HEK293 KCNK9, FluxOR thallium flux fluorescence; hits give low values; B-score at 10 µM; hit rate 1.2% among 310,000; AID 488922;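 active means ratio B-score over 3 SD below the library mean, with starting fluorescence within 5 SD of its mean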;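 further: negative B-score means less thallium flux so channel inhibition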
# Target sequence (Q9NPC2 whole entry, looked up, the tested form may be a part): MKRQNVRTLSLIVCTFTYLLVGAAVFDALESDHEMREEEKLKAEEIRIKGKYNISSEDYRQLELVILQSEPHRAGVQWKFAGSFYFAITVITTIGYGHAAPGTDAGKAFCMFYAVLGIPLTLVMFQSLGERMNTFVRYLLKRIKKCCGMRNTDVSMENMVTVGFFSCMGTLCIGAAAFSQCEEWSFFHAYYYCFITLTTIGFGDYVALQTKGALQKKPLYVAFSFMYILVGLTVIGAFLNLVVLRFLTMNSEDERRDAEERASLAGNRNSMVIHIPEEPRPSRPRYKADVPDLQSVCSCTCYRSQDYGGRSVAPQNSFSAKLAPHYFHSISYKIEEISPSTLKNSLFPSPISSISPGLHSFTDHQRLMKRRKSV
# GSK3A inh: human GSK-3 alpha kinase inhibition. hit rate 0.1% among 320,000. inhibition, % at 10 µM. ADP-Glo luminescence, 60 min;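 in the data active means inhibition above about 50%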;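 further: GST-tagged GSK-3 alpha with peptide substrate and 25 µM ATP; 0% = DMSO neutral wells and 100% = GW8510 positive control wells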
# KCNK3 inh: human KCNK3 channel inhibition, primary screen. hit rate 0.84% among 340,000. CHO-KCNK3 thallium flux, FluxOR fluorescence; hits give low values. O14649. AID 602410. B-score at 10 µM;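 active means B-score under library mean minus 4 SD, starting fluorescence ratio at most library mean plus 5 SD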;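 further: more negative B-score means stronger inhibition of thallium flux through KCNK3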
# DYRK1A inh: Dyrk1A (rat) kinase inhibition; ADP-Glo luminescence, NFATc1 peptide; inhibition, % at 12.5 µM; hit rate 0.43% among 310,000; in the data active means inhibition above about 50%;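 further: plate controls were vehicle with enzyme for no effect and no enzyme for full effect; many of its hits are not listed in these tables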
# KCNQ1 inh: inhibitors of human KCNQ1 potassium channel; P51787; CHO-K1 KCNQ1, FluxOR thallium flux fluorescence; hits give high values; B-score at 10 µM; hit rate 1.3% among 310,000;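 active means compounds whose thallium flux B-score, printed positive for inhibition, exceeds three library SD while starting fluorescence stays within three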;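 further: channel opened by potassium depolarization with thallium stimulus after 20 min compound exposure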
# Target sequence (P51787 whole entry, looked up): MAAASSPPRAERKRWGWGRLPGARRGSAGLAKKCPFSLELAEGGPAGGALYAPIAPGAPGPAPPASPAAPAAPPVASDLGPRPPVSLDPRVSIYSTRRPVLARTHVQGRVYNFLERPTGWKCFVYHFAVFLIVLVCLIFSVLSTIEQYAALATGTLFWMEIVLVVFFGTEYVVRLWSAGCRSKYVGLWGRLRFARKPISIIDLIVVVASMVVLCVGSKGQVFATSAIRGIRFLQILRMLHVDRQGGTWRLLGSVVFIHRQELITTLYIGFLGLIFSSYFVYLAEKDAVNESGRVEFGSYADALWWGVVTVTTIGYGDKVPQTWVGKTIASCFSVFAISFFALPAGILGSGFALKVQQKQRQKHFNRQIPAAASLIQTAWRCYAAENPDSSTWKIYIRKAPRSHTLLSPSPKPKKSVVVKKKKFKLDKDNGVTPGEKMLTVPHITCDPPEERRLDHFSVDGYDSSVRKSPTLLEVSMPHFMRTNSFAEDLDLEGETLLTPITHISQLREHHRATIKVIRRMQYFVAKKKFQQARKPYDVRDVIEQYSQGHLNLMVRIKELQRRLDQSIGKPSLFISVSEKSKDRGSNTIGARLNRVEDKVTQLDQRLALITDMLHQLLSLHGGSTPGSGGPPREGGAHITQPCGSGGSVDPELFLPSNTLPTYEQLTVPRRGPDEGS
# KCNQ1 act: potentiates or activates the human KCNQ1 potassium channel; P51787; CHO-K1 KCNQ1, thallium flux FluxOR fluorescence; hits give high values; B-score at 10 µM; hit rate 0.35% among 310,000;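 active means fluorescence ratio B-score, a plate-corrected score, at least three library SD, with initial intensity B-score within 5 SD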
#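 assay system = CHO-K1 cells stably expressing KCNQ1 | medium = assay buffer, equal DMSO in all wells | timing = 37 °C overnight plating, 90-min dark dye load, 20-min compound pretreatment | measured by = kinetic FluxOR thallium fluorescence, 10-s 1-Hz baseline, 110-s post-stimulus read | measure = fluorescence change relative to baseline, converted to B score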
# GSK3B inh: inhibitors of human GSK3beta kinase | P49841 | GST-GSK3beta kinase, ADP-Glo luminescence, 60 min; hits give low values | activity score (negative = inhibition), % at 10 µM | hit rate 0.038% among 300,000 | AID 2097;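 active means more than half of replicate wells score below -50%, meaning over 50% inhibition versus plate controls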;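 further: 0% = median DMSO wells and -100% = median GW8510 positive control wells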
#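 Test system – GST-tagged human GSK3beta kinase, cell-free · Incubation – 60 min enzyme reaction, room temperature · Signal – ADP-Glo luminescence · Also added – peptide substrate and ATP at 25 µM · Controls – DMSO neutral wells and GW8510 at 20 µM as positive · Buffer or medium – Tris/MgCl2 kinase buffer · Measure – Luminescence-derived activity versus plate DMSO and GW8510 wells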
# hERG rescue: compounds protecting human hERG from proarrhythmic drug block. Q12809. CHO-hERG, FluxOR thallium flux, dofetilide IC70 present. activation (rescue from dofetilide block), less the hit threshold, % at 10 µM. hit rate 0.51% among 310,000. AID 1511;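 active means activation above the mean of controls blocked by dofetilide plus 5 SD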;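 further: thallium influx through hERG after potassium depolarization seen as dye fluorescence rise; in these data hits start at about 4.7%; inactives centre near -7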
# PolyA inh: yeast polyadenylation inhibition. AID 1875. calls only at 12 µM. hit rate 0.02% among 300,000. S. cerevisiae SKY197-pL101 polyadenylation reporter, beta-gal luminescence; efflux-impaired pdr1/pdr3 knockout yeast; score 100 = 6 SD above DMSO;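 active means lowest replicate activity score at least 50, where 100 means six control SD above control mean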;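 further: yeast exposed to compound for 9 h at 30 °C; higher score means more reporter readthrough which indicates perturbed polyadenylation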
# * hit, by the source's call; i = inactive; · = no result given. The list is partial (hit frequency here may not be typical).
SMILES,RGS4 inh,RGS4 act,KCNK9 inh,GSK3A inh,KCNK3 inh,DYRK1A inh,KCNQ1 inh,KCNQ1 act,GSK3B inh,hERG rescue,PolyA inh
COCCOc1cc(-n2cccc2)c(Cl)cc1Cl,i,i,i,0,i,3,i,i,-2,-8,i
O=C1CS/C(=N/N=C/c2ccncc2)N1,i,i,i,2,i,·,i,i,-1,-5,i
Nc1nnc(SCC(=O)OCc2ccccc2)s1,i,i,i,-3,i,-4,i,i,2,-8,i
O=c1c2ccccc2cnn1CCOc1cccc(Br)c1,i,i,i,-1,i,0,i,i,0,-7,i
Cc1ccc2c(c1)nnn2C1CCN(C(=O)c2cccs2)CC1,i,i,i,-1,i,6,i,i,1,-6,i
COC(=O)c1cc(S(=O)(=O)N2CCN(c3ccc(C(C)=O)cc3)CC2)cn1C,i,i,i,-3,i,-7,i,i,-1,1,i
O=c1oc2ccccc2cc1-c1nc2ccccc2o1,i,i,i,2,i,4,i,i,5,-13,·
CCN(CC)C(=O)CCn1nc(-c2ccc(C)cc2)c2ccccc2c1=O,i,i,i,0,i,-2,i,i,2,-5,i
COCCOC(=O)c1c(C)oc2ccc(NS(=O)(=O)c3ccc(C)cc3)cc12,i,i,i,2,i,-4,i,i,-2,-17,i
COC(=O)c1ccc(NC(=O)Cn2nc(SC)n(N)c2=S)cc1,i,i,i,0,i,5,i,i,2,-13,i
CCOC(=O)C(Cc1ccccc1)C(=O)Nc1ccc(NC(=O)C(Cc2ccccc2)C(=O)OCC)cc1 (configuration not stated),i,i,i,-1,i,-3,i,i,-4,-10,i
Cc1sc2ncnc(N(C)Cc3ccco3)c2c1C,i,i,i,1,i,14,i,i,-3,-15,i
NS(=O)(=O)c1ccc(CCNC(=O)CCCn2ncn3c(cc4occc43)c2=O)cc1,i,i,i,1,i,·,i,i,2,-5,i
CCOC(=O)COc1ccc(C(=O)NC2CCCCC2)cc1,i,i,i,0,i,·,i,i,-1,-5,i
O=C(COc1ccc2ccccc2c1Br)NNC(=O)Nc1ccccc1,i,i,i,0,i,-1,i,i,-3,-6,i
CC(C(=O)Nc1ccc2c(c1)OCO2)N1CCN(C)CC1 (configuration not stated),i,i,i,0,i,-7,i,i,-3,-4,i
Cc1ccc(C2CC(=O)Nc3cc4c(cc32)OCO4)o1 (configuration not stated),i,i,i,-4,i,-6,i,i,2,-7,i
NC(=O)c1ccc(Cc2ncc(C(F)(F)F)cc2Cl)s1,i,i,i,-1,i,3,i,i,3,1,i
COc1cc2c(cc1OC)C(c1ccccc1)N(C(=O)C(C)(C)C)CC2 (configuration not stated),i,i,i,·,i,-7,i,i,-1,-8,i
Cc1c2cnn(CC(=O)Nc3c(F)c(F)cc(F)c3F)c(=O)c2c(C)n1Cc1ccc(F)cc1,i,i,i,1,·,·,i,i,4,-10,i
Cc1cc(=O)[nH]c(SCc2csc(-c3ccccc3)n2)n1,i,i,i,-1,i,-5,i,i,1,-11,i
CC(C)c1ccccc1OCC(=O)NC1CCCc2ccccc21 (configuration not stated),i,i,i,0,i,4,i,i,1,-9,i
CCS(=O)(=O)N1CCC(C(=O)NC2CCCCC2)CC1,i,i,i,1,i,0,i,i,1,-5,i
CC(=O)c1cc(C)ccc1OC(=O)CN1C(=O)c2ccccc2C1=O,i,i,i,1,i,0,i,i,3,-3,i
COc1ccccc1-n1c(SCC(=O)NCC2CCCO2)nc2c([nH]c3ccccc32)c1=O (configuration not stated),i,i,i,0,i,-2,i,i,2,-8,i
O=C(O)c1ccc(N2CCN(Cc3ccc4c(c3)OCO4)CC2)c([N+](=O)[O-])c1,i,i,i,-2,i,-1,i,i,-1,-4,i
C=CCn1cnc2c(c1=O)c1nc3ccccc3nc1n2/N=C/c1cc(OC)c(OC)c(OC)c1,i,i,i,29,i,-1,i,i,-6,-29,i
Cc1ccccc1CN1CCN(Cc2cc(=O)c3ccccc3[nH]2)CC1CCO (configuration not stated),i,i,i,1,i,·,i,i,1,-7,i
Cc1ccnc(N/C=C(/NC(=O)c2ccccc2)C(=O)NN)n1,i,i,i,0,i,1,i,i,0,-6,i
C=CCc1cccc(CNc2nc3ccccc3n2CC)c1O,i,i,i,0,i,5,i,i,-1,0,i
CCOC(=O)N1CCC(NC(=O)CC2C(=O)NCCN2Cc2ccccc2F)CC1 (configuration not stated),i,i,i,-1,i,-4,i,i,3,-3,i
O=C(COC(=O)Cn1cnc2ccccc2c1=O)Nc1ccccc1Sc1ccc(Cl)cc1,i,i,i,-3,i,6,i,i,0,-10,i
Cc1cc(=O)[nH]c(SCc2cn3ccccc3n2)n1,i,i,i,3,i,4,i,i,-2,-14,i
CCc1ccc(C2=NN(C(=O)OC)C(O)(C(F)(F)F)C2)cc1 (configuration not stated),i,i,i,6,i,-7,i,i,-1,2,i
COCCN(C(=O)CSc1nnc(-c2ccccc2F)n1C)c1c(N)n(Cc2ccccc2)c(=O)[nH]c1=O,i,i,i,-2,i,·,i,i,1,-2,i
Cc1ccc(CN2CC(C(=O)Nc3ccc(S(=O)(=O)Nc4cc(C)nc(C)n4)cc3)CC2=O)cc1 (configuration not stated),i,i,i,2,i,-6,i,i,2,-6,i
Cc1cc(Cl)c(S(=O)(=O)NCCC(=O)O)cc1OCC(N)=O,i,i,i,1,i,5,i,i,2,-3,i
COc1cc2c(C(=O)Nc3ccccc3F)cn(C)c(=O)c2cc1OC,i,i,i,-1,i,-1,i,i,0,-9,i
Cc1ccc2c(c1)n([O-])c1c([n+]2=O)CCCC1,i,i,i,-1,i,-6,i,i,0,-1,i
CCSc1nsc(NC(=O)Nc2cccc(F)c2)n1,i,i,i,-21,i,4,8*,i,-2,-14,i
CS(=O)(=O)N1CCN(C(=O)c2ccc(Cl)s2)CC1,i,i,i,0,i,-11,i,i,0,1,i
CN(C)CCCN(C(=O)c1ccc(S(=O)(=O)N2CCCC2)cc1)c1nc2c(F)cc(F)cc2s1,i,i,i,-1,i,15,i,i,1,-7,i
CCc1n[nH]c(=S)n1/N=C/c1ccccc1OCc1ccc(Cl)cc1,i,i,i,-9,i,-4,i,i,-4,-18,i
O=C(Nc1cccnc1)c1cc(-c2ccc(Br)cc2)nc2ccccc12,i,-13*,-9.7*,-1,-15*,2,8*,i,-1,-18,i
CCCCNC(=O)c1ccccc1NS(=O)(=O)c1ccc2c(c1)OCCO2,i,i,i,-1,i,-1,i,i,6,-17,i
COc1cc(NC(=S)N2CCN(S(=O)(=O)c3ccc(F)cc3)CC2)cc(OC)c1,i,i,i,-1,i,-12,i,i,-2,-5,i
Cc1ccc(Sc2nc3ccc(C)cn3c(=O)c2/C=N/O)cc1,i,i,i,-1,i,-56,i,i,0,-6,i
O=C(Nc1ccc(-c2nc3ccc(NC(=O)c4cccs4)cc3[nH]2)cc1)c1cccs1,i,i,i,0,i,19,i,i,10,-2,i
COc1ccc(C(C#N)N2N=C(C)CC2c2ccccc2)cc1OC (configuration not stated),i,i,i,-2,i,7,i,i,·,-5,i
COc1ccccc1C(=O)C1CCCN(C(=O)CN2CCCCC2=O)C1 (configuration not stated),i,i,i,-3,i,0,i,i,0,-13,i
OCCC1CN(C2CCN(c3ccccc3F)CC2)CCN1Cc1ccccc1 (configuration not stated),i,i,i,-3,i,11,i,i,-10,-10,i
COc1ccc2c(Cl)c(-c3nnc(SCC(=O)c4ccccc4)n3C)sc2c1,i,i,i,-2,i,0,i,i,1,-7,i
Cc1ccnc(NC(=O)CC(c2ccccc2)c2ccccc2)n1,i,i,i,-2,i,-2,i,i,2,-8,i
CCOC(=O)N1CCN(C(=O)CSc2ccc(C(=O)OC)cc2[N+](=O)[O-])CC1,i,i,i,10,i,7,i,i,2,-5,i
O=C(c1ccco1)N1CCN(C(=O)c2cc(-c3ccccn3)nc3ccccc23)CC1,i,i,i,-1,i,·,i,i,-4,-8,i
CCO[C@@H]1OC(C(=O)O)=C[C@H](c2ccc(Br)cc2)[C@H]1CCCO,i,i,i,-3,i,5,i,i,1,-2,i
CCCS(=O)(=O)N1CCN(c2ccccn2)CC1,i,i,i,3,i,3,i,i,1,-9,i
CCC(=O)Nc1ccc(NC(=O)c2c(C)nc3ccccn23)cc1,i,i,i,0,i,12,i,i,4,-11,i
CCn1c(=O)c(C(=O)NCc2cccnc2)c(O)c2ccccc21,i,i,i,4,i,-4,i,i,3,-6,i
CC(C)=CC1C=C(C)C(C)C2C(=O)NNC(=O)C12 (configuration not stated),i,i,i,2,i,-1,i,i,2,-1,i
CCc1ccc(NC(=O)CS(=O)CC(=O)Nc2ccc(N3CCOCC3)cc2)cc1 (configuration not stated),i,i,i,-2,i,-1,i,i,-2,-8,i
O=C1Nc2ccc([N+](=O)[O-])cc2OC1CCN1CCN(c2ccccc2)CC1 (configuration not stated),i,i,i,2,i,0,i,i,-2,-10,i
COc1ccc(/C=N/c2c(-c3ccco3)nc3ccccn23)cc1OC,i,i,i,0,i,6,i,i,-2,-14,i

# Some of the entries so far, field by field:
Cc1sc2ncnc(N(C)Cc3ccco3)c2c1C
  RGS4 inh = i
  RGS4 act = i
  KCNK9 inh = i
  GSK3A inh = 1
  KCNK3 inh = i
  DYRK1A inh = 14
  KCNQ1 inh = i
  KCNQ1 act = i
  GSK3B inh = -3
  hERG rescue = -15
  PolyA inh = i
NS(=O)(=O)c1ccc(CCNC(=O)CCCn2ncn3c(cc4occc43)c2=O)cc1
  RGS4 inh = i
  RGS4 act = i
  KCNK9 inh = i
  GSK3A inh = 1
  KCNK3 inh = i
  DYRK1A inh = ·
  KCNQ1 inh = i
  KCNQ1 act = i
  GSK3B inh = 2
  hERG rescue = -5
  PolyA inh = i
CCOC(=O)COc1ccc(C(=O)NC2CCCCC2)cc1
  RGS4 inh = i
  RGS4 act = i
  KCNK9 inh = i
  GSK3A inh = 0
  KCNK3 inh = i
  DYRK1A inh = ·
  KCNQ1 inh = i
  KCNQ1 act = i
  GSK3B inh = -1
  hERG rescue = -5
  PolyA inh = i
